# Cdc42 wt – human Cdc42 wildtype GTP binding change, either direction; AID 761; GST-Cdc42 beads, Bodipy-GTP binding, flow cytometry; actives lie on both sides; 0.2% of 190,000 active; percent activity (GTP binding), % at 10 µM;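 active means percent activity GTP binding at least 20 points away from the 100% baseline, either down as inhibitor or up as activator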;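 further: median bead fluorescence of bound Bodipy-FL-GTP at 100 nM; 0% = excess unlabeled GTP control and 100% = no compound control; below 100% means less GTP binding so inhibitor and above means activator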
# Target sequence (P60953 whole entry, looked up): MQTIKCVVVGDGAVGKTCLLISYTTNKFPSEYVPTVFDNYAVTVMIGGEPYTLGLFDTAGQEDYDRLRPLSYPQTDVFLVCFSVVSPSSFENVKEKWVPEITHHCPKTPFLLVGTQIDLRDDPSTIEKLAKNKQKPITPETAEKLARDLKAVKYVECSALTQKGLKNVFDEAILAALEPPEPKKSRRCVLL
# Mcl-1 Bim block – inhibitors of Bim-Mcl-1 interaction, human; Bead-based flow cytometry, Bim peptide-Mcl-1 binding; inhibition, % at 10 µM; 0.1% of 190,000 active; AID 1009; in the data active means inhibition above about 40%;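 further: 0% = no compound tracer wells and 100% = peptide blocker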
# Target sequence (Q07820 whole entry, looked up): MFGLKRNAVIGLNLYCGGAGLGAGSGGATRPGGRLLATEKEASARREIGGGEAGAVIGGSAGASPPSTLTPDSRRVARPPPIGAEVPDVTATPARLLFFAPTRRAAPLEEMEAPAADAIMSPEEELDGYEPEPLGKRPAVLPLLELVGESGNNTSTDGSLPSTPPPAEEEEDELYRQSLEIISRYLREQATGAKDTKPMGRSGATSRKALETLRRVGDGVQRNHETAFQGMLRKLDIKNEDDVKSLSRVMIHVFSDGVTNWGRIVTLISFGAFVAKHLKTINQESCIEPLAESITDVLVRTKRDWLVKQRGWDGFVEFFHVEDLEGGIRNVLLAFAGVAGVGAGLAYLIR
# Rac1 mut GTP – alters GTP binding to activated mutant human Rac1; P63000; GST-Rac1 activated beads, fluorescent GTP binding, flow cytometry; actives lie on both sides; 100% means binding = to untreated wells; percent activity (GTP binding), % at 10 µM; 0.11% of 190,000 active; AID 764;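 active means GTP binding at least 20 percentage points away from the 100% baseline, in either direction, so actives lie on both sides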
# HRas wt GTP bind – changes GTP binding to wildtype human HRas | P01112 | GST-Ras wt beads, Bodipy-FL-GTP binding, flow cytometry; actives lie on both sides | GTP binding activity, % at 10 µM | 0.14% of 190,000 active | AID 759;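 active means GTP binding activity at least 20% away from the 100% baseline, either lowered as inhibitor or raised as activator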;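 further: 0% = unlabeled GTP competition control and 100% = no-compound control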
# Target sequence (P01112 whole entry, looked up): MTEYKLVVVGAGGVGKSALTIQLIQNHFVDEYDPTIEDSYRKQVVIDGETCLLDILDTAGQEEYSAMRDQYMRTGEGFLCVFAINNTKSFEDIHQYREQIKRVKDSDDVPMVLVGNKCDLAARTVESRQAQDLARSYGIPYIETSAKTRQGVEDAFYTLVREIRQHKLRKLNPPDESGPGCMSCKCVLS
# Mcl1 Noxa PPI – disrupts binding of human Mcl-1 to Noxa peptide; Q07820; TR-FRET Mcl-1/Noxa peptide binding, 2 h; inhibition, % at 21.7 µM; 1.5% of 220,000 active; AID 1022;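 active means compounds that cut the protein-peptide binding signal by more than 50% relative to plate controls in a single-dose test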;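 further: His-tagged Mcl-1 with rhodamine Noxa BH3 peptide and terbium anti-His antibody; 0% = Mcl-1 plus Noxa peptide wells and 100% = peptide-only wells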
# Rab7 wt modul – modulators of GTP binding to dog Rab7 wildtype GTPase; GST-Rab7 beads, fluorescent GTP binding, flow cytometry; actives lie on both sides; untreated = 100%, excess cold GTP = 0%; GTP binding activity (percent of control), % at 10 µM; 0.055% of 190,000 active; AID 758;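 active means fluorescent GTP binding to Rab7 beads changed by at least 20 points from the 100% baseline, either direction, mostly lower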;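 further: median green fluorescence of bound Bodipy-FL-GTP per Rab7 bead population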
# Pf gametocyte – kills late stage P. falciparum gametocytes; P. falciparum stage V gametocytes, ATP luminescence, 24 h; inhibition, % at 10.9 µM; 0.065% of 150,000 active;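 active means inhibition above the mean plus 3 SD of compounds within the control limits, set per campaign, cut at about 38% in these data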;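 further: 0% = DMSO wells and 100% = medium only without gametocytes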
# RGS8-Gao – regulators of human RGS8-Galphao interaction; response (percent of control binding), % at 10 µM; multiplexed bead flow cytometry, RGS8-Galphao binding; actives lie on both sides; 0.34% of 220,000 active; in the data active means response below about 60% or above about 140%; inactive means in between;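 further: Galphao activated as the GDP aluminium fluoride complex binding bead-coupled RGS8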
# Rac1 wt GTP bind – alters GTP binding to wildtype human Rac1. P63000. 0.27% of 190,000 active. AID 757. GST-Rac1 beads, fluorescent GTP binding, flow cytometry; actives lie on both sides; 0 = cold GTP competed, 100 = untreated. GTP binding activity (% of control), % at 10 µM;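 active means GTP binding activity at least 20 points away from the 100% control level, either lower or higher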
# Rab2A wt mod – changes GTP binding to wildtype dog Rab2A, up or down; P61105; GST-Rab2 wt beads, Bodipy-GTP binding, flow cytometry; GTP binding activity, % at 10 µM; 0.19% of 190,000 active; AID 760;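 active means GTP binding activity at least 20 points away from 100%, either lowered or raised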;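 further: 0% = beads with excess unlabeled GTP and 100% = no-compound control corrected for plate trend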
# Mcl1 Bid PPI – Mcl-1/Bid interaction inhibition; AID 1021; 0.97% of 220,000 active; inhibition, % at 21.7 µM; Q07820; TR-FRET Mcl-1/Bid-Dy647 peptide binding, 1536-well;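 active means compounds that cut the binding signal by more than half at the single screening dose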;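 further: His-tagged Mcl-1 with europium anti-His antibody binding Bid BH3 peptide; 0% = Mcl-1 plus peptide wells and 100% = peptide-only wells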
# The depositor's hits bear a star; · = not tested or not shown.
# Every second line gives: Cdc42 wt	Mcl-1 Bim block	Rac1 mut GTP	HRas wt GTP bind	Mcl1 Noxa PPI	Rab7 wt modul	Pf gametocyte	RGS8-Gao	Rac1 wt GTP bind	Rab2A wt mod	Mcl1 Bid PPI
COc1ccccc1N1CCN(C(=O)c2ccc(CN3CCOCC3)cc2)CC1
 : 95	0	94	94	2	95	·	99	97	95	-26
CCc1c(C(C)O)oc2ccc3c(C)cc(=O)oc3c12 (stereo unspecified)
 : 95	2	98	97	-9	94	-21	104	96	97	-4
Cc1ccc(S(=O)(=O)N/N=C/c2ccc(OCC(=O)N3CCOCC3)cc2)cc1
 : 102	1	94	99	13	99	·	104	99	99	-28
O=C(CSC1=NCCS1)Nc1nc2c(s1)CCCC2
 : 104	0	101	103	15	97	21	94	105	103	-41
CC(NC(=S)Nc1c(Br)cccc1OC(F)F)C(C)(C)C (stereo unspecified)
 : 99	-2	99	102	-12	102	-17	97	107	100	-63
O=C(COC(=O)CSc1cc(Cl)ccc1Cl)Nc1ncc(C(F)(F)F)cc1Cl
 : 98	-3	97	98	-5	99	-16	96	97	96	-34
CCn1c(SCC(N)=O)nnc1-c1ccc(S(=O)(=O)N2CCN(C)CC2)cc1
 : 98	-4	95	99	15	97	-6	101	102	97	-17
O=C(Nc1ccc(SC(F)F)cc1)C1=COCCO1
 : 100	1	97	100	-5	99	-9	101	103	100	-35
O=C(Nc1ccc(-c2nnc3n2CCCCC3)cc1)c1ccco1
 : 99	-20	98	97	7	96	22	98	102	94	-4
CCOc1cc(C(=O)NCc2nnc(SCC(=O)OC)n2C)cc(OCC)c1OCC
 : 102	0	100	103	10	97	·	100	101	104	-12
COc1ccc(NC(=S)N(CCCN2CCCCCC2)Cc2cccs2)cc1
 : 99	1	92	98	28	98	-9	99	102	96	-23
Cc1cc(=O)cc(C)n1-c1ccc(Br)cc1
 : 101	-2	96	101	-1	106	-23	97	102	101	-6
COC(=O)c1ccc(COc2ccccc2/C=N/NC(=O)c2cccnc2)cc1
 : 98	-2	98	98	-4	106	·	101	106	102	-1
Cn1c(SCc2nc3cc(C(=O)O)ccc3c(=O)[nH]2)nnc1C(F)(F)F
 : 99	-2	95	95	10	96	-4	101	95	95	-20
c1cc2c(cc1-c1csc(NNC3=NCCCCC3)n1)OCCO2
 : 100	-4	100	103	18	105	-9	100	100	101	-49
CCCCCCNS(=O)(=O)c1ccc(Cl)s1
 : 105	0	98	102	7	101	-10	101	105	102	-6
Cc1ccc(/C=C/C(=O)O)cc1S(=O)(=O)Nc1ccc2c(c1)OCO2
 : 97	-3	94	98	3	106	15	101	101	98	-20
Clc1ccc2nc3c4ccccc4cnn3c2c1
 : 89	3	94	94	6	111	-3	97	92	91	1
Cc1ccc(S(=O)(=O)NCC(=O)N/N=C/c2ccc(Cl)cc2)cc1
 : 97	-3	97	98	12	101	-6	102	101	96	-11
O=C1C2C(C(=O)N1c1ccncc1)C1C=CC2C12CC2 (stereo unspecified)
 : 98	-1	96	98	2	93	·	104	93	96	-25
COc1cc2c(cc1NC(=O)c1cccnc1)oc1ccccc12
 : 101	-1	94	99	8	95	·	100	105	98	-51
O=C(CCl)Nc1ccc(N=Nc2ccccc2)cc1
 : 100	-6	97	100	15	105	-16	102	106	98	-36
Cc1ccc2nc3sc(C(=O)NCc4ccco4)c(N)c3cc2c1
 : 92	-6	93	94	42	93	·	79	99	94	-49
O=C(CCC(=O)OCC(=O)c1ccc(-c2ccccc2)cc1)Nc1cccc2cccnc12
 : 80	-2	83	88	-23	95	-2	97	81	86	-5
CCn1c(C)nc2cc(C(=O)OC(C(F)(F)C(F)F)C(F)(F)C(F)F)ccc21
 : 97	-2	96	97	-1	99	·	101	96	97	12
CC1=CS(=O)(=O)CC1Sc1nc2ccccc2[nH]1 (stereo unspecified)
 : 107	0	102	106	2	102	·	101	106	104	15
COc1ccc(NC(=O)c2c(NC(=O)CCC(=O)O)sc3c2CCCCC3)cc1
 : 95	0	94	98	20	101	15	102	96	98	-64
COc1ccc([N+](=O)[O-])cc1N(CC(=O)NCCC1=CCCCC1)S(C)(=O)=O
 : 101	5	100	100	-8	97	-14	93	106	99	-28
CCOc1ccc(OCC)c(Nc2cc(C)nc3nc(C)nn23)c1
 : 100	-2	100	100	-106	97	·	68	105	100	-5
Cc1cc(C)c(C(=O)COC(=O)c2ccc([N+](=O)[O-])o2)cc1C
 : 94	0	92	91	3	95	-1	103	96	94	-22
COc1cccc(N2CCN(CC(=O)c3c[nH]c4ccc(OC)cc34)CC2C)c1 (stereo unspecified)
 : 99	0	94	94	13	96	·	102	94	93	-16
COCC(=O)Nc1sc2c(c1C(=O)OC)CCC(C)C2 (stereo unspecified)
 : 100	0	102	100	-1	97	·	99	104	100	-20
Cc1ccc(CNc2oc(-c3cccs3)nc2C#N)cc1
 : 99	0	98	100	13	100	·	96	100	99	-2
COC(=O)CN(c1ccccn1)S(=O)(=O)c1ccccc1
 : 93	0	94	95	-14	100	·	100	94	97	-13
COC(=O)CCn1nc(-c2ccc(Cl)cc2)c2ccccc2c1=O
 : 95	0	97	96	-12	99	-1	103	99	96	-28
CC(C)(C)c1ccc(/C=C/C(=O)N2CCc3ccccc3C2)cc1
 : 94	-1	92	98	1	102	-2	102	93	94	-5
COc1ccc(C(=O)CN2C(=O)NC(C)(c3ccc(C)cc3)C2=O)cc1OC (stereo unspecified)
 : 104	0	103	105	-4	101	·	96	108	103	-31
COC(=O)n1ccc(C(=O)Nc2ccccc2F)n1
 : 98	2	97	98	6	97	·	108	97	97	-11
O=C(CCc1nnc(CCCc2ccccc2)o1)NCCN1CCOC1=O
 : 96	-1	96	96	8	98	·	96	102	98	5
C=CCNC(=O)c1oc2ccc(S(=O)(=O)N(CC)CC)cc2c1C
 : 101	-2	96	102	21	100	·	99	98	101	0
O=C1CCCc2[nH]nc(-c3cccnc3)c21
 : 98	0	97	99	9	96	3	100	102	99	-22
O=C(CSc1nc2ccccc2c(=O)n1-c1ccccc1Cl)Nc1cccc(S(=O)(=O)N2CCOCC2)c1
 : 103	-1	103	106	-16	110	-1	96	108	105	-34
Cc1ccc(NC(=O)CO/N=C(\N)c2nonc2N)cc1
 : 99	6	98	98	15	99	·	102	98	98	-4
Cc1ccc(C(=O)Nc2ncc(Cc3ccccc3)s2)o1
 : 103	-8	100	100	18	97	14	103	104	100	-27
Cc1ccc(C(C)C)c(OCC(=O)Nn2c(C)nc3ccccc3c2=O)c1
 : 99	-4	96	99	10	101	-6	105	103	99	-11
Cc1ccc(NC(=O)COC(=O)C2CCC(=O)N2)c([N+](=O)[O-])c1 (stereo unspecified)
 : 92	5	93	95	7	95	-8	95	92	94	-25
COc1cc(CC(=O)Nc2cccc(SC)c2)cc(OC)c1OC
 : 94	-29	95	94	3	90	10	109	94	94	-15
COc1cccc(CC(=O)Nc2ccc(S(=O)(=O)Nc3nc(C)cc(C)n3)cc2)c1
 : 91	0	92	94	-5	100	-26	104	95	93	-17
O=C(COC(=O)C1CCN(S(=O)(=O)c2cccc3cccnc23)CC1)c1ccc([N+](=O)[O-])cc1
 : 96	-3	93	99	1	99	5	103	94	98	28
CCCCN(CCCC)C(=S)NC(=O)c1ccccc1Cl
 : 100	-6	99	100	27	98	4	100	103	98	-36
CSc1nncn1/N=C/c1ccc([N+](=O)[O-])cc1
 : 94	7	97	97	21	102	-13	102	97	99	-29
O=C(O)CCC(NC(=O)C(Cc1ccc2c(c1)OCO2)NC(=O)c1ccccc1)C(=O)O (stereo unspecified)
 : 102	0	99	99	11	97	·	104	104	100	-13
COC(=O)c1[nH]c(C)c(/C(O)=C2\C(=O)C(=O)N(CCN(C)C)C2c2ccco2)c1C (stereo unspecified)
 : 102	-5	97	99	-1	104	·	115	102	96	-24
C/C(=N\OCC(=O)N/N=C/c1ccc(C)cc1O)c1cccs1
 : 90	0	89	91	-16	89	·	116	90	92	-36
S=c1[nH]nc(Cn2nnc3ccccc32)n1-c1ccccc1
 : 94	0	96	95	3	96	·	101	94	95	-58
CCOC(=O)/C(C#N)=C1/SC(CC)C(=O)N1c1ccc(C)cc1 (stereo unspecified)
 : 102	0	97	98	5	97	-9	107	100	97	-13
Cc1ccc(C(=O)C[n+]2ccc3ccccc3c2)cc1
 : 97	-4	96	96	-8	93	-24	97	98	96	13
OC(c1cccnc1)c1cccs1 (stereo unspecified)
 : 106	-2	103	103	0	105	·	99	106	106	-15
O=C(CCl)NCc1cc(-c2ccc(Cl)cc2)no1
 : 99	3	96	98	8	96	-5	97	99	99	-32
Cc1ccccc1NC(=S)Nc1ccc2cn[nH]c2c1
 : 95	0	94	98	15	105	0	101	97	95	-16

# Additional results follow:
# Every second line gives: Cdc42 wt	Mcl-1 Bim block	Rac1 mut GTP	HRas wt GTP bind	Mcl1 Noxa PPI	Rab7 wt modul	Pf gametocyte	RGS8-Gao	Rac1 wt GTP bind	Rab2A wt mod	Mcl1 Bid PPI
Cc1cc(C(=O)COC(=O)C2CC2)c(C)n1-c1ccc(F)cc1
 : 98	0	95	99	1	109	9	105	98	99	-37
Cc1noc(C)c1CSc1ncnc2sc3c(c12)CCC3
 : 97	-7	96	96	18	92	·	109	95	95	11
COC(=O)C(C)(C)ONC(=O)Nc1ccccc1[N+](=O)[O-]
 : 98	0	97	95	-8	89	25	99	95	98	-20
CC1CCCCC1NC(=O)/C(C#N)=C/c1ccccc1F (stereo unspecified)
 : 102	-1	97	100	14	96	8	102	107	101	-11
Cc1ccc(C(=O)OCn2ncc(Cl)c(Cl)c2=O)cc1
 : 98	-1	97	97	-10	96	17	98	100	97	-19
O=C(NCCc1c[nH]c2ccccc12)c1cc2sccc2n1Cc1ccccc1
 : 94	3	94	98	-19	98	·	102	94	95	-30
Cc1nc2ccccc2c(=O)n1/N=C/c1ccco1
 : 91	-2	97	96	-11	103	14	99	98	96	-15
Cc1nn(Cc2ccc(Cl)cc2)c(C)c1NC(=O)c1ccc([N+](=O)[O-])cc1
 : 103	-5	100	98	3	98	-15	102	104	100	-2
COc1ccc(OCC(=O)OCC(=O)NCc2ccc(F)cc2)cc1
 : 104	-2	101	101	7	100	-15	110	105	100	-19
Cc1cc(C)cc(Nc2cnn(C34CC5CC(CC(CC(=O)O)(C5)C3)C4)c(=O)c2Cl)c1
 : 98	2	99	99	13	99	8	·	101	99	0
Cc1ccc(-n2cc(C(=O)c3ccc(F)cc3)nn2)cc1Cl
 : 98	-4	97	98	-27	101	2	99	97	95	-10
C=CCC(=O)N1CCCC(CCC(=O)NCc2ccccc2F)C1 (stereo unspecified)
 : 101	-1	98	99	-7	104	0	99	101	100	-35
COc1ccc(C2C(C#N)=C(N)OC3=C2C(=O)CC(C)(C)C3)cc1 (stereo unspecified)
 : 96	-3	95	97	-8	106	12	101	98	98	-11

# High-throughput results deposited in PubChem BioAssay by several laboratories.
